# GALR2 antag = antagonists of human galanin receptor 2 (GALR2) | 0.39% of 140,000 active | GALR2-expressing cells, antagonist mode | O43603 | inhibition, % at 4 µM | AID 828; in the data active = inhibition above about 27%;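 note: cells stimulated with galanin 1-16 at roughly its EC80; 0% = agonist challenge control and 100% = basal control without agonist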
# Target sequence (O43603 whole entry, looked up): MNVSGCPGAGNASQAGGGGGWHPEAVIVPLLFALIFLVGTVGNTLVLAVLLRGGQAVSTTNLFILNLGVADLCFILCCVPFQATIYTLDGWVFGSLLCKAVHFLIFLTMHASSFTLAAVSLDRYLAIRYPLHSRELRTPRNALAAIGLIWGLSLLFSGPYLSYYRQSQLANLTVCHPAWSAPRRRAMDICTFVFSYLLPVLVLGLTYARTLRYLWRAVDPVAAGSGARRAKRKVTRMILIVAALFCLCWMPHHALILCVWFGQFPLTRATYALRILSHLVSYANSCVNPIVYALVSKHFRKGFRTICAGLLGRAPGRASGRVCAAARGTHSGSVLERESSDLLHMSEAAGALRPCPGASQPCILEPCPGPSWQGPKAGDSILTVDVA
# NPY-Y2 antag = blocks the human neuropeptide Y Y2 receptor; P49146; NPY-Y2 expressing cells, antagonist mode; inhibition, % at 2.7 µM; 0.99% of 140,000 active; in the data active = inhibition above about 17%;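 note: 0% = vehicle with agonist challenge and 100% = reference antagonist with challenge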
# Target sequence (P49146 whole entry, looked up): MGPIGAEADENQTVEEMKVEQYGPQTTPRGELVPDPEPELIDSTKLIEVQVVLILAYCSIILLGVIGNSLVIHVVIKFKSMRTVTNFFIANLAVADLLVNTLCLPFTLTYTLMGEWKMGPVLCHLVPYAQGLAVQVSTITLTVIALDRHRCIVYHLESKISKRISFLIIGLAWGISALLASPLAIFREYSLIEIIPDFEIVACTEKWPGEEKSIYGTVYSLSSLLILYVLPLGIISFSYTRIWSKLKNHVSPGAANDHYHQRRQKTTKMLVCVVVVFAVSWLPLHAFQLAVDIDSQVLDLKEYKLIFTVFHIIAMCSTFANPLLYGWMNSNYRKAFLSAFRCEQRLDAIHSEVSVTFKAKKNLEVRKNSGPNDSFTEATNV
# bCat KO growth = beta-catenin-lacking colon tumor cell growth suppression | 1.5% of 140,000 active | viability, % at 10 µM | AID 818 | HCT116 beta-catenin knockout viability, CellTiter-Glo, 60 h; hits give low values;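 active = viability at or under a set limit, the compound median less 4 SD, cut at about 6% in these data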;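 note: 0% = Hyamine 1622 control at 20 µM and 100% = untreated cell control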
# Phagocyt inh = macrophage phagocytosis inhibition; J774A.1 macrophage IgG-bead phagocytosis, imaging; inhibition, % at 5 µM; 0.07% of 110,000 active;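 active = inhibition above the mean of the plate negative controls plus 5 SD, cut at about 13% in these data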;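 note: phagocytic index as fraction of beads internalized from green versus red external bead signal; plate controls were DMSO negative control for no effect and cytochalasin-D positive control for full effect; some results beyond the cut were filed as inactive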
# BB579 growth dn = chemicals that inhibit yeast BB579 growth in restrictive medium (lifespan-shortening candidates). S. cerevisiae BB579 growth, OD615, 48 h. inhibition, % at 10 µM. 0.51% of 140,000 active. AID 804;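 active = inhibition above a set limit, 3 SD over the mean compound inhibition, cut at about 44% in these data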; note: inactives centre near -24
#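 Material: Saccharomyces cerevisiae DeaD strain BB579, replicative lifespan model yeast; buffer or medium: CSMM-D restrictive synthetic medium containing dextrose (glucose); compound: 10 µM single dose, DMSO 0.25%; timing: 48 h compound exposure at 30 °C after 4 h preincubation; signal: turbidity as optical density at 615 nm; benchmarks: positive control amphotericin B 10 µg/mL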
# PTEN del growth = growth suppressors of cells with PTEN tumor suppressor deletion | AID 827 | 1.2% of 140,000 active | HCT116 PTEN-null viability, CellTiter-Glo, 60 h; hits give low values | viability, % at 10 µM;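 active = viability at or below a set limit, 4 SD under the median of all tested compounds, cut at about 3.7% in these data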;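 note: PTEN knockout HCT116 line with beta catenin targeted HCT116 as companion control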
# Yeast lifespan up = extends the lifespan of yeast; S. cerevisiae growth with nicotinamide, OD615; deaD strain in restrictive glucose medium; inhibition of the nicotinamide effect, % at 10 µM; 0.68% of 130,000 active;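 active = inhibition above a set limit, placed 3 SD over the median of all compounds, cut at about 26% in these data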;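 note: 0% = nicotinamide-treated wells and 100% = cells grown without nicotinamide; some compounds called inactive have numbers as strong as hits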
#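 assay system = DeaD-strain S. cerevisiae | buffer or medium = restrictive glucose medium | reagent = 1.5 mM nicotinamide | compound = 10 µM single point, 0.25% DMSO | incubation = 48 h compound exposure at 30 °C, humidified | signal = OD615 measurement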
# E-sel TNF inh = TNF alpha driven E-selectin expression inhibition; inhibition, % at 2 µM; AID 1246; 0.71% of 120,000 active; HUVEC TNFa-induced E-selectin immunofluorescence, high content;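 active = inhibition above the batch mean plus 3 SD, and confirmed as a hit on visual image review, cut at about 43% in these data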;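 note: 0% = TNF-stimulated DMSO wells and 100% = unstimulated control wells; not every result past the cut was called active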
# Measles CPE = protection of cells from measles virus | 1.5% of 140,000 active | Measles virus-infected cells, CPE protection, absorbance | protection (pct of control), % at 4 µM; in the data active = protection mostly above about 24%, no sharp cut-off; inactive = mostly below about 26%; note: some compounds called inactive have numbers as strong as hits
# MRP-1 activ = activates MRP-1; H69AR cells + doxorubicin, viability rescue, CellTiter-Glo; viability increase, % at 10 µM; 0.61% of 140,000 active;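 active = viability gain under doxorubicin at or above a set limit, the compound median plus 3 SD, cut at about 4.7% in these data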;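 note: MRP-1 overexpressing cells given doxorubicin 25 µM after compound pretreatment; 18-22 h compound pretreatment then 72 h with doxorubicin before readout; 0% = doxorubicin-only wells and 100% = vehicle-treated cells without doxorubicin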
# An asterisk follows results filed as active; . = no result given; & = joins results of further samples. No enrichment for hits. About 6.4% of those tested had a hit in this group.
SMILES,GALR2 antag,NPY-Y2 antag,bCat KO growth,Phagocyt inh,BB579 growth dn,PTEN del growth,Yeast lifespan up,E-sel TNF inh,Measles CPE,MRP-1 activ
CC(C)(C)NC(=O)C(c1ccccn1)N(C(=O)c1ccc2c(c1)OCCO2)C1CCCC1 (configuration not stated),7,3,83,0,-53,97,-5,25,25,-0.2
CCC(=O)N1CCc2cc(S(=O)(=O)NCCC(=O)N3CCN(c4ccccn4)CC3)ccc21,17,0,86,4,-51,98,-11,-8,2,-0.3
O=C(Nc1cc(C(F)(F)F)cc(C(F)(F)F)c1)c1ccc(Cn2cc(C(F)(F)F)ccc2=O)cc1,-4,1,78,.,-21,78,-2,-21,3,-2.8
CN(C)C=Nc1c(Br)cc(Br)c2nonc12,24,7,94,.,-25,94,-6,15,16,-4.7
CC(=O)/C(=C/Nc1ccc(Oc2ccccc2)cc1)c1ccccc1,7,3,103,0,-28,75,37,-32,4,1.5
CCOC(=O)c1[nH]c2ccc(OC)cc2c1NC(=S)N1CCN(c2cccc(C)c2C)CC1,-4,6,32,6,-3,37,-1,.,2,-3.8
O=C(NCCSCc1c(F)cccc1Cl)c1ccc(CN2CCOCC2)cc1,-7,3,83,-2,-22,90,5,0,8,-1.2
O=C(CSc1nc2ccccc2n1S(=O)(=O)c1cccc([N+](=O)[O-])c1)NCc1cccs1,9,2,97,-7,-3,103,-4,-10,2,1.1
N=c1c(C(=O)NCc2ccc(F)cc2)cc2c(=O)n3ccccc3nc2n1CC1CCCO1 (configuration not stated),-26,13,42,-3,-38,45,-15,.,2,-5.6
O=C1NCCCC1C(=O)N1CCN(C(=O)c2ccco2)CC1 (configuration not stated),9,-1,103,0,-10,97,.,34,8,0.1
C/C(=N\NC(=S)Nc1ccc(C)c(C)c1)c1ccc(N2CCOCC2)cc1,-6,-1,77,0,-5,71,-5,-15,2,-4.0
CC(C)CC(=O)/C=C/n1c(=S)oc2ccccc21,13,3,3.8*,-6,-17,2.4*,0,.,0,-4.8
Cc1cc(NC(=O)COc2cccc(Oc3ccccc3)c2)no1,-6,8,42,-1,16,36,-3,6,5,-5.1
O=C(CSc1nc2ccccc2c(=O)n1Cc1ccco1)N1CCCCCC1,-18,13,82,3,-25,69,1,38,45*,-3.5
COc1ccc(Br)c(C(=O)Nc2cccc(Cl)c2Cl)c1,6,2,80,-10,-24,84,-2,.,21,-0.4
CC(NC(=O)NC1CCCCC1)c1ccccc1 (configuration not stated),9,8,92,3,-1,95,7,.,3,1.9
CCOC(=O)N1CCN(c2c(NCc3ccccc3OC)c(=O)c2=O)CC1,-6,3,92,0,-12,87,-9,-2,14,-1.2
Cc1cc(Br)ccc1NC(=O)CNC(=O)CN1C(=O)NC2(CCCCCC2)C1=O,-7,-1,94,-1,-43,95,-2,.,34,7.5*
CN(CCNC(=O)C1CC(=O)N(c2ccc(F)c(Cl)c2)C1)Cc1ccccc1 (configuration not stated),-12,8,88,.,2,88,-18,-6,5,-2.1
CCCn1c(N)c(C(=O)COC(=O)c2c(C)noc2C)c(=O)n(C)c1=O,-9,-3,94,1,-15,83,-2,-5,6,-3.2
CC(C)c1ccc(NC(=O)C(c2ccccc2)N2CCN(C(=O)c3ccco3)CC2)cc1 (configuration not stated),0,3,69,-2,-20,57,-2,0,4,-0.7
COC(=O)C1=C(C)OC(N)=C(C#N)C1c1ccccc1 (configuration not stated),1,2,94,-2,-20,104,4,-17,18,-1.3
c1ccc(Oc2cc(-n3cccn3)ncn2)cc1,5,4,100,-1,-32,94,-24,-20,6,0.7
CCOC(=O)C1=C(C)N=c2s/c(=C\c3ccc(OC(C)=O)c(OCC)c3)c(=O)n2C1/C=C/c1ccccc1 (configuration not stated),3,12,44,4,-12,29,-7,-50,8,-1.9
O=C(NCCc1ccc(Cl)cc1)C1CCN(S(=O)(=O)c2ccc(-n3cnnn3)cc2)CC1,-8,-5,82,0,-36,81&83,-18,-25,4,1.4
CCOc1ccc(S(=O)(=O)N2c3ccccc3CC2C)cc1 (configuration not stated),-6,15,13,3,-41,13,-2,-15,8,-5.9
COCC(C)n1c(C)cc(C(=O)COC(=O)c2nc3nc(C)cc(C)n3n2)c1C (configuration not stated),-11,-1,95,-2,-30,100,-15,-17,5,-2.4
CC(=O)N(CCO)Cc1cc2cc(C)cc(C)c2[nH]c1=O,-10,2,88,-1,-26,91,-5,-38,21,-1.3
Nc1nc(Cl)nc2c1ncn2[C@H]1C[C@H](O)[C@@H](CO)O1,8,1,28,.,-49,19,5,.,3,-2.2
CCc1nccn1S(=O)(=O)c1cc(OC)c(Cl)cc1OC,0,7,94,-4,-42,83,7,19,7,-2.9
Cc1ccc(C(=O)COc2ccccc2-c2ccccc2)cc1C,2,9,92,-3,-26,99,1,.,6,5.0*
COC(=O)NC(NC(=S)Nc1ccc([N+](=O)[O-])cc1)C(Cl)(Cl)Cl (configuration not stated),-8,-4,55,.,-22,37,.,-7,11,-4.9
COCCNC(=O)C(OC(=O)CC1Sc2ccccc2NC1=O)c1ccncc1 (configuration not stated),-11,4,110,-2,6,102,-17,6,12,-1.9
Cc1ccc(S(=O)(=O)N(CC(=O)NCCSc2ccccn2)c2cc(C)cc(C)c2)cc1,0,5,77,-2,-15,63,17,-24,26,-2.1
CCn1cc(C(=O)NCCCOC)c2cc(OC)c(OC)cc2c1=O,-8,2,107,5,-61,111,-11,-21,8,-0.7
Cc1ccc(CN2CCN(C(=O)C3CCC3)CC2)cc1,-4,-2,97,.,-4,95,2,8,5,-0.4
COc1ccc(C2=NOC(C(=O)Nc3cc(C)nn3-c3ccccc3)C2)cc1OC (configuration not stated),-9,2,101,0,-43,106,-11,.,2,1.4
O=C1CC(SCc2nc3ccccc3[nH]2)C(=O)N1c1ccc(Cl)cc1 (configuration not stated),12,-1,85,2,0,97,2,-21,7,-2.1
S=c1[nH]nc(-c2ccccc2)n1/N=C/c1ccc(-c2ccccc2Cl)o1,-11,1,61,-2,-4,58,-1,.,70*,-2.1
Cc1sc2ncn(CC(=O)OC(C)C)c(=O)c2c1C,2,0,94,0,-24,95,10,10,0,-2.0
O=C(O)CCNc1ccc2c(c1)OCCO2,-3,7,103,-5,-17,113,2,-7,14,0.3
COc1cc(OC)cc(C(=O)NC(=S)Nc2ccc3c4c(cccc24)CC3)c1,-7,0,95,0,-95,87,-17,-39,11,-0.9
COc1ccc2oc(/C=C/N(C)C)c(C(=O)c3ccc(Cl)cc3)c2c1,-2,2,43,3,-8,49,13,-14,19,-2.4
N#Cc1ccc(CSc2nnc(Cc3cccs3)n2Cc2ccco2)cc1,-8,17,81,11,7,75,-2,38,18,-4.6
CCCc1cc(=O)oc2cc(OCC(=O)OC)cc(OCC(=O)OC)c12,5,1,102,-1,-23,95,-28,.,5,-1.4
CCCN1CCCc2ccccc21,-1,2,76,0,2,71,4,-2,12,-1.1
COc1ccccc1-c1nnc2sc(-c3ccc(N(C)C)cc3)nn12,29*,8,15,8,-34,12,1,.,1,-3.3
CCOC(=O)c1sc(C)c2c(=O)n(Cc3ccc(Cl)cc3)c(C)nc12,-18,2,95,.,-27,84,-20,1,9,1.6
COc1ccc2occ(C(C)=O)c2c1,-25,3,95,0,-43,100,-11,-8,8,0.1
C/C=C/c1ccc(OCCCCN2C(=O)NC(C)(C)C2=O)c(OC)c1,-4,-3,75,-2,-23,75,-24,-33,26,-1.9
Cc1ccc(NC(=O)CSc2nn(-c3ccccc3)c(=S)s2)cc1S(=O)(=O)N(C)C,19,6,10,-3,-28,15,6,-18,3,-2.7
COCCCNC(=O)/C(=C\c1cccn1C)NC(=O)c1cccs1,10,2,92,-4,-18,96,0,0,20,-1.7
O=C(c1ccc(Cl)c(F)c1F)N1CCOCC1,-11,6,96,0,-22,109,-1,19,8,-0.2
Nc1c(C(=O)O)nnn1Cc1ccccc1,-4,3,98,.,-17,93,-2,0,20,-1.4
O=C(CO/N=C/c1ccccc1O)N1CCc2ccccc21,-10,3,98,-1,-35,93,1,18,5,-2.1
CCOC(=O)c1c(/N=C/N(C)C)sc2c1CCC2,13,1,88,-8,-38,94,-4,.,10,-3.7
c1ccc(C2=NC(c3ccccc3)N=C(c3ccccc3)N2)cc1,-13,4,81,.,-8,73,.,12,11,0.2
N#CC1(C#N)CC(C=O)=C(N)C1(C#N)CC(=O)c1ccc(F)cc1 (configuration not stated),6,2,94,-1,-29,89,-6,-16,28,-3.9
Cc1ccc(OCC(=O)Nc2ccc(F)cc2)cc1,8,6,106,0,-3,100,-11,14,4,-0.7
COc1ccc(/C(N)=N/OC(=O)Oc2ccccc2)cc1,-7,1,103,0,-12,95,1,3,7,-0.1
# (further entries)
SMILES,GALR2 antag,NPY-Y2 antag,bCat KO growth,Phagocyt inh,BB579 growth dn,PTEN del growth,Yeast lifespan up,E-sel TNF inh,Measles CPE,MRP-1 activ
CCOc1ccccc1Nc1nc(N)nc(CSc2nncn2C)n1,3,2,88,.,-31,104,2,-6,17,-0.3
CC1CC(C)CN(S(=O)(=O)c2ccc(C(=O)Nc3nnc(-c4cccs4)o3)cc2)C1 (configuration not stated),-3,1,14,-2,-35,7,-5,-10,15,-1.4
Cc1onc(-c2ccncc2)c1C(=O)O,-2,3,101,1,-29,107,-4,5,8,-0.6
COc1cc(/C=N/NC(=O)Nc2cccc3nsnc23)cc(OC)c1OC,6,2,27,-1,-39,45,-6,-42,2,-1.8
CCn1c(CC(=O)Nc2ccc(C)c(Cl)c2)nnc1SCC(=O)Nc1nc(C)cs1,9,-3,43,.,-17,19,-2,-6,11,-3.7
c1ccc(OCCCCn2cnc3ccccc32)cc1,-5,7,89,-2,-19,92,-8,-5,3,1.5
CN1CCN(C(=O)C2CCN(S(=O)(=O)c3ccc4c(c3)oc(=O)n4C)CC2)CC1,0,1,84,0,25,91,-3,-29,17,0.1
CC1CCCCC1NC(=O)C1CCN(S(=O)(=O)N2CCCCCC2)CC1 (configuration not stated),5,-1,90,0,-20,100,-13,-26,6,1.4
Cc1cccc(OCc2nnc(SCC(=O)NCCc3ccccc3)o2)c1,-4,5,100,0,-56,108,-6,-7,14,-0.6
O=C(Oc1ccc(N2C(=O)CCC2=O)cc1)c1ccccc1Cl,7,3,92,-2,-17,103,-1,.,8,3.1
c1ccc(CCCNc2ncnc3nc[nH]c23)cc1,3,1,104,2,18,101,-10,-11,15,-1.5
CCc1ccc(/C=C\C(=O)N2CCc3ccccc3C2)cc1,3,11,102,.,-24,98,-19,4,1,1.1
O=C(CCn1c(=O)[nH]c2ccsc2c1=O)N1CCN(c2cccc(Cl)c2)CC1,0,6,85,-5,-23,81,-3,.,8,-2.9

# From PubChem
